TPT1 inhibitor: blocks Candida albicans tRNA 2'-phosphotransferase; inhibition, % at 5 µM; 0.81% of 300,000 active; recombinant caTPT1, FP RNA substrate dephosphorylation;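 active = inhibition above the mean of all tested compounds plus 3 SD, set per screening campaign, cut at about 24% in these data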;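 note: plate controls were DMSO alone for no effect and ferristatin control at 100 nM for full effect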
CTSL1 counter: counter-screen for PFM18AAP inhibitors: inhibitors of F. hepatica cathepsin L1. recombinant F. hepatica cathepsin L1, Z-Leu-Arg-MCA fluorescence. inhibition, % at 5.96 µM. 0.49% of 300,000 active. AID 1906;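 active = inhibition above the mean of all tested compounds plus 3 SD, set per screening campaign, cut at about 17% in these data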;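 note: 0% = plate median of test compound wells and 100% = 1 µM Z-Phe-Ala-diazomethylketone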
PP1 inh: counter-screen for PP5 inhibitors: inhibitors of human PP1-alpha; P62136; purified PP1alpha, OMFP fluorescence; inhibition, % at 6.7 µM; 0.9% of 320,000 active;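 active = inhibition above the mean inhibition of all tested compounds plus 3 SD, computed separately for each screening campaign, cut at about 15% in these data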
Target sequence (P62136 whole entry, looked up): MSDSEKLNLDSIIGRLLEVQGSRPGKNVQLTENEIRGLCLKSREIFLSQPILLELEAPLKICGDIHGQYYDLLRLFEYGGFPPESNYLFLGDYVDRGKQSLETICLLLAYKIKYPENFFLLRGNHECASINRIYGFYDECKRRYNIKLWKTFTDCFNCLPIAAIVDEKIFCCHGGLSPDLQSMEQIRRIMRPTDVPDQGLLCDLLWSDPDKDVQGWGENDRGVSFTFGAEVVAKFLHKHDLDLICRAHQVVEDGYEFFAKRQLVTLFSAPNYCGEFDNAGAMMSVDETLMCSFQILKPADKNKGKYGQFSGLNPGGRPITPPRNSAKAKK
LYPLA2 inh: blocks human lysophospholipase 2, a PME1 counter-screen. O95372. recombinant LYPLA2, FP-Rh probe fluorescence polarization. inhibition, % at 5.9 µM. 0.38% of 320,000 active;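 active = inhibition above the screen-wide mean plus 3 SD, limit set per campaign, cut at about 26% in these data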;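 note: 0% = LYPLA2 with DMSO and 100% = wells lacking LYPLA2 enzyme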
Target sequence (O95372 whole entry, looked up): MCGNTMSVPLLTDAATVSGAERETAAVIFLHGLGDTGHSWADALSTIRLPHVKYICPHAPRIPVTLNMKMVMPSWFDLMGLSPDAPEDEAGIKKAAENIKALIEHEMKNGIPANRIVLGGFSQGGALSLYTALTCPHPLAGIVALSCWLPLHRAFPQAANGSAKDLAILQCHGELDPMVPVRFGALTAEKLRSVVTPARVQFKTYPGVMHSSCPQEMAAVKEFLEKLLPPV
PP5 primary: blocks human protein phosphatase 5 activity | purified PP5c, OMFP substrate fluorescence | inhibition, % at 6.7 µM | 0.18% of 320,000 active | AID 1987;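 active = inhibition above the campaign's mean inhibition across all tested compounds plus 3 SD, cut at about 9.5% in these data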;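 note: 0% = DMSO only and 100% = 100 µM cantharidin control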
Target sequence (P53041 whole entry, looked up): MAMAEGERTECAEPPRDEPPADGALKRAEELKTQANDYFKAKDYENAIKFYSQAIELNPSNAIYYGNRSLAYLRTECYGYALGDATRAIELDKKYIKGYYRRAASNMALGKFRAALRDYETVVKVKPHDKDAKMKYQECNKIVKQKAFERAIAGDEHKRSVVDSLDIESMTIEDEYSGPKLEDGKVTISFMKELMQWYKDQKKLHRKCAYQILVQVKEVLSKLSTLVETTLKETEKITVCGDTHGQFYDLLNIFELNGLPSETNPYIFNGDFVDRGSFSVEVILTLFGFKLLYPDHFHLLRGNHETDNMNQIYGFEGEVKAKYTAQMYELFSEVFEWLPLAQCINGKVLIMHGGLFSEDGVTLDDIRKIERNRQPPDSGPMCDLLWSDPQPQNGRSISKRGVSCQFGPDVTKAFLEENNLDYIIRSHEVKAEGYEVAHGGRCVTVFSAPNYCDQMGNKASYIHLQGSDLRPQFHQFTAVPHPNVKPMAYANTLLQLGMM
Efflux pump mplx: antifungal efflux pump inhibition, Nile Red retention; S. cerevisiae Candida pump triplex; inhibition, % at 10 µM; 0.44% of 330,000 active; AID 485275;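 active = plate passing quality check with inhibition over a set limit, or well fluorescence over plate mean plus 4 SD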;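 note: Nile Red retained in pooled yeast measured as flow cytometry median fluorescence; 0% = buffer negative control and 100% = Enniatin B positive control; higher means more Nile Red kept so more efflux inhibition; some compounds called inactive have numbers as strong as hits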
core dimer inh: blocks dimerization of HCV core protein; TR-FRET GST/Flag-core106 dimerization, 1536-well; inhibition, % at 5 µM; 0.33% of 300,000 active; AID 1899;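 active = inhibition above the mean of all tested compounds plus 3 SD, set per screening campaign, cut at about 45% in these data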
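test system = GST/Flag-tagged HCV core106 proteins | probe or stimulus = Eu donor and XL665 acceptor anti-tag antibodies | times = compound-protein-antibody incubation 4 h at 22.5 °C | signal = TR-FRET, excitation 340 nm, emission 617 and 671 nm | measure = percent inhibition of core106 dimerization signal | controls = wells lacking GST-core106 and wells with excess unlabelled core106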
JMJD2C inh: blocks human GASC-1 demethylase activity; Q9H3R0; GST-JMJD2C(1-420) H3K9me3 demethylation, DELFIA europium; inhibition, % at 2.35 µM; 0.069% of 330,000 active; AID 2099;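 active = more than half of a compound's replicate wells show inhibition beyond 50%, single wells judged on their own value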;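 note: signal counts dimethyl H3K9 product captured on neutravidin plate; 0% = median of DMSO wells and 100% = 0.3 times that DMSO median; strong numbers were not always called active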
PREPL inh: inhibitors of human prolyl oligopeptidase-like enzyme PREPL. Q4J6C6. recombinant PREPL, fluorescence polarization activity-based probe. inhibition, % at 5.96 µM. 0.68% of 320,000 active. AID 2751; in the data active = inhibition above about 43%;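 note: 0% = enzyme with DMSO and 100% = wells lacking enzyme; many of its hits are not listed in these tables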
* = called active by the depositor; / = no result given.

SMILES | TPT1 inhibitor | CTSL1 counter | PP1 inh | LYPLA2 inh | PP5 primary | Efflux pump mplx | core dimer inh | JMJD2C inh | PREPL inh
COc1ccccc1NC(=O)Cn1c(C)cc(=O)c2cccc(OC)c21 | -3 | 2 | -4 | -3 | 0.0 | 0.1 | 0 | -14 | -2
Cc1cc(/C=N/NC(=O)C(=O)NCc2ccccn2)c(C)n1-c1ccccc1 | -1 | 5 | -2 | 15 | 1.6 | 0.0 | 2 | 0 | 9
Cc1cccc(C)c1NC(=O)c1cnn(-c2ccccc2)c1C | -5 | -1 | 1 | -1 | -1.9 | 0.4 | -6 | 3 | 4
CCc1ccc(CNC(=O)CCCn2c(=O)c3cccn3c3cccnc32)cc1 | -6 | 4 | 9 | 6 | 0.5 | -0.1 | 3 | 5 | 9
Cc1ccc(CNC(=O)Cn2nnc(C(=O)Nc3cccc(C)c3C)c2N)cc1 | 0 | -1 | -1 | 1 | -0.1 | 0.0 | 4 | 5 | 1
COc1cccc(CNc2ccc(F)c([N+](=O)[O-])c2)c1O | 3 | 3 | -1 | 2 | 0.7 | 0.1 | -8 | 3 | 25
CCN(CC)c1nc2nonc2nc1N(CC)CC | 2 | 3 | -2 | 4 | 0.2 | -0.2 | -3 | -2 | -10
Cc1cccc(OCC(O)CN2C(C)(C)CC(O)CC2(C)C)c1 (stereo not given) | -3 | -3 | -4 | -2 | 0.6 | -0.1 | -11 | -2 | 3
COc1ccc(CCNC(=O)COC(=O)c2ccc(F)c(S(=O)(=O)N3CCOCC3)c2)cc1 | / | / | -5 | -5 | -1.0 | -0.1 | / | -1 | 4
CCCNC(=O)CN1C(=O)NC(c2ccccc2)(c2ccccc2)C1=O | -2 | -6 | 1 | -3 | 1.8 | -0.2 | -1 | -9 | -4
CCOC(=O)Cc1nnn(CC(=O)OCC)n1 | -3 | -4 | -3 | 1 | -0.7 | -0.1 | 1 | -38 | 7
CNC(=O)c1c(NC(=O)CS(=O)(=O)c2ccc(F)cc2)sc(C)c1C | -1 | -2 | -4 | 0 | -0.8 | 0.0 | -1 | 10 | 4

Reprinted at random: 2 records from the list.
SMILES | TPT1 inhibitor | CTSL1 counter | PP1 inh | LYPLA2 inh | PP5 primary | Efflux pump mplx | core dimer inh | JMJD2C inh | PREPL inh
COc1cccc(CNc2ccc(F)c([N+](=O)[O-])c2)c1O | 3 | 3 | -1 | 2 | 0.7 | 0.1 | -8 | 3 | 25
CCN(CC)c1nc2nonc2nc1N(CC)CC | 2 | 3 | -2 | 4 | 0.2 | -0.2 | -3 | -2 | -10

New compounds follow
SMILES | TPT1 inhibitor | CTSL1 counter | PP1 inh | LYPLA2 inh | PP5 primary | Efflux pump mplx | core dimer inh | JMJD2C inh | PREPL inh
O=C(O)CCCC(=O)Nc1cccc([N+](=O)[O-])c1 | 0 | -1 | -3 | 5 | -1.2 | 0.0 | -3 | -3 | -7
O=C1c2oc3ccccc3c(=O)c2C(c2cccc(O)c2)N1c1ccccn1 (stereo not given) | 1 | 1 | 2 | -3 | 0.0 | -0.2 | 1 | 4 | 0
COCCCNC(=O)CNC(=S)N(Cc1cc(OC)c(OC)c(OC)c1)C1CCCC1 | -5 | -2 | 4 | 4 | 0.5 | -0.1 | -7 | -2 | 11
O=[N+]([O-])c1ccc(Cl)c(CN2CCCCCC2)c1 | 1 | 8 | -9 | 3 | -1.7 | -0.1 | -17 | 5 | 7
COc1cc(C(=O)N2CCCN(c3nc4cc(C)ccc4cc3C#N)CC2)cc(OC)c1OC | -7 | 4 | 1 | -2 | 0.8 | -0.1 | 25 | 15 | 17
C=CCc1ccc(OCCOCCN(C)C)c(OC)c1 | -2 | 2 | -5 | 1 | -0.1 | 0.0 | -1 | 23 | 3
O=C(CCc1nnc(Cc2cccc(C(F)(F)F)c2)o1)NC1CC1 | 0 | -2 | -2 | 0 | 2.8 | -0.1 | -1 | -2 | 2
Cc1ccc2[nH]cc(CCNC(=O)c3ccc4c(c3)OCO4)c2c1 | 0 | -2 | -2 | 3 | 3.0 | 0.0 | 12 | 1 | 1
S=c1[nH]ccn1-c1ccccc1Cl | -1 | -1 | 2 | -1 | -2.3 | -0.1 | 1 | -5 | -6
Cc1cc(N/C=C\c2nnnn2-c2ccccc2)no1 | 3 | -2 | 0 | 2 | -2.8 | 0.0 | 2 | -3 | -4
CCOC(=O)c1noc(C)c1C(=O)Nc1nc(C)cc(C)n1 | -3 | 2 | -4 | 1 | 0.0 | -0.1 | 1 | -15 | 4
COC(=O)c1nn(-c2ccc(Cl)cc2)c(=O)cc1Sc1ccccn1 | 0 | 3 | -1 | -2 | 2.2 | 0.1 | 10 | 2 | 5
Cc1cccc(COCC(Cc2ccccc2)N2CCN(C(=O)c3ccc(Cl)c(Cl)c3)CCC2=O)c1 (stereo not given) | 1 | -5 | 4 | 3 | 8.7 | 0.1 | 2 | -20 | 0
O=C(CCc1nc2ccccc2s1)OCC(=O)c1ccc[nH]1 | 2 | -20 | 2 | 6 | 0.9 | 0.1 | 1 | 1 | -22
Fc1ccccc1CNC(=S)NCc1ccc(Cl)cc1 | 3 | 2 | 1 | -3 | 1.4 | -0.1 | 15 | -7 | -17
O=c1c2oc3ccccc3c2ncn1Cc1ccc(Cl)cc1 | 7 | -2 | 2 | -4 | 0.8 | 0.2 | -5 | -4 | 8
COc1cccc(CN2CCC(n3nccc3NC(=O)CCCc3ccccc3)CC2)c1O | -2 | 0 | 0 | 1 | 2.3 | 0.0 | -3 | -6 | 24
COc1ccc2nc3oc(C(=O)N4CCN(c5cccc(C(F)(F)F)c5)CC4)cc3cc2c1 | -3 | -2 | 0 | -4 | 0.0 | -0.2 | 10 | -5 | -2
CN=C(Nc1ccc(C(=O)OC)s1)c1ccccc1 | -1 | 0 | -5 | 1 | -0.6 | 0.0 | 0 | 7 | -2
CCc1ccc2[nH]c(=O)c(CN(Cc3ccc4c(c3)OCO4)C(=O)c3ccco3)cc2c1 | -1 | -3 | 3 | -6 | 1.9 | 0.3 | 13 | -14 | -3
O=C(Nc1cccc(NC(=O)c2cccs2)c1)c1ccc(Br)cc1 | 1 | 1 | 11 | -15 | 0.0 | 0.0 | 3 | 5 | -4
OC[C@H]1O[C@@H](O[C@@H]2[C@@H](CO)O[C@@](O)(CO)[C@H]2O)[C@H](O)[C@@H](O)[C@H]1O | 0 | -2 | -4 | -2 | 0.5 | 0.0 | -1 | -47 | -7
CCCn1nnnc1SCC(=O)NNC(=O)c1ccco1 | -2 | 4 | 4 | 9 | 0.6 | 0.0 | -2 | 37 | 23
Nc1cccc(Nc2nc(OC(C(F)(F)F)C(F)(F)F)nc(OC(C(F)(F)F)C(F)(F)F)n2)c1 | 5 | 7 | 18* | 4 | 19* | 0.1 | -1 | 2 | 15
CC(=O)c1ccc(N2CCc3ccccc3C2)c([N+](=O)[O-])c1 | 2 | 1 | 8 | 4 | 2.4 | 0.1 | 2 | -2 | 3
CC(C)(C)C(=O)NCC12C=CC(O1)C1C(=O)N(c3ccccc3)C(=O)C12 (stereo not given) | -2 | -7 | -1 | 6 | 2.8 | 0.1 | -5 | 7 | 10
COc1ccc(NC(=O)C(NC(=O)CC2NC(=O)NC2=O)c2ccccc2)cc1 (stereo not given) | 2 | -5 | -2 | -1 | -2.1 | -0.3 | 5 | -2 | -7
Cc1ccc(Nc2nnc(SCC3CCCCO3)s2)cc1 (stereo not given) | 2 | -5 | -1 | -2 | -3.1 | 0.1 | 1 | 6 | 14
COc1ccc(C(=O)Nc2ccccc2C(=O)NC(C)C)cc1OC | -6 | -3 | -6 | -1 | 0.7 | 0.1 | -3 | 23 | -4
CC(=O)NCc1nc2ccccc2n1Cc1ccccc1C | -2 | 0 | 0 | 5 | 2.9 | 0.0 | -11 | 2 | 12
O=C(CNCc1ccco1)Nc1ccccc1-n1cccc1 | 2 | -2 | -3 | 5 | 0.6 | 0.0 | 0 | 5 | 8
Cc1cc(C(=O)NCCN2CCOCC2)ccc1[N+](=O)[O-] | -5 | -3 | 2 | -2 | 1.2 | 0.4 | -4 | -59 | -2
Cc1cccc(-c2cc3nc(C)cc(C)n3n2)c1 | -3 | 0 | 1 | -6 | 1.8 | 0.2 | -3 | 8 | 0
COc1ccccc1C(=O)OCC(=O)Nc1ccccc1OC(F)F | 2 | -5 | -4 | 3 | 0.9 | 0.1 | -3 | 10 | -10
CC1CCCCN1S(=O)(=O)c1cn(C)c(=O)n(C)c1=O (stereo not given) | 0 | -1 | 3 | 3 | 3.8 | 0.0 | -17 | -10 | 11
O=C(O)c1cc(-c2cccs2)nn1-c1ccc(F)cc1 | 0 | 0 | 19* | -1 | 0.4 | -0.1 | 4 | 5 | -1
Nc1cccc(C(=O)O)c1 | -2 | -2 | 2 | -1 | -0.1 | 0.0 | -13 | -4 | 11
COCCCn1c(SCC(=O)NC2CCCCC2)nnc1-c1ccco1 | -5 | -1 | -1 | -1 | 0.1 | 0.1 | 12 | 11 | -1
O=C(COC(=O)c1ccncc1)NCc1ccccc1 | 1 | -11 | -1 | 3 | 0.3 | -0.1 | -3 | 5 | 2
COc1ccccc1C(=O)NCCC(=O)N1CC(=O)Nc2ccccc21 | -6 | -3 | 0 | -6 | -0.8 | -0.1 | -5 | -19 | -1
CCCC(=O)Nc1ccccc1-c1nnc(SC)[nH]c1=O | 1 | 0 | -3 | 10 | -6.0 | 0.0 | -20 | 6 | 9
Cc1c2cnn(-c3ccccc3)c(=O)c2c(C)n1CCCC(=O)NCCN1CCN(C)CC1 | -3 | -1 | -2 | 2 | 2.8 | 0.0 | -4 | 9 | 7
CC(=O)c1c(N)n(C)c(=O)n(C)c1=O | 1 | -1 | 0 | -2 | 1.4 | 0.0 | -1 | 5 | -4
CCOc1cc(C2C3=C(CC(C)(C)CC3=O)Nc3n[nH]c(C)c32)ccc1O (stereo not given) | -4 | 2 | -2 | -3 | 1.6 | -0.1 | -1 | 7 | 15
O=c1c(Cc2c(F)cccc2Cl)c(O)ccn1Cc1ccc2c(c1)OCO2 | 3 | -2 | 0 | 5 | -0.8 | -0.1 | 0 | -3 | 3
Cc1noc(/C=C/N(C)C)c1S(=O)(=O)N1CCCC(C(=O)NCc2ccc(Cl)cc2)C1 (stereo not given) | 11 | 4 | 5 | -5 | 1.7 | -0.2 | 0 | / | 15
Cc1c(Cl)cccc1N1C(=O)C2ON(c3ccccc3)C(c3cccnc3)C2C1=O (stereo not given) | -1 | -1 | -2 | -2 | 1.1 | 0.2 | 4 | -5 | 8
FC(F)(F)c1cccc(Cn2c3[n+](c4ccc(C(F)(F)F)cc42)CCCCC3)c1 | -1 | -2 | 3 | 2 | -0.2 | 0.1 | 0 | 11 | 34
O=C(NCCCO)/C(=C\c1ccco1)NC(=O)c1ccc(Br)o1 | -8 | -1 | -2 | 3 | -1.4 | 0.0 | -4 | -3 | 8
O=c1[nH]ncn1-c1ccccc1 | -3 | -5 | 1 | -4 | -2.3 | 0.1 | -7 | -11 | -4
CC(=O)c1ccc(N2CCN(S(=O)(=O)c3ccc4c(c3)NC(=O)CC(=O)N4)CC2)cc1 | -1 | 6 | 1 | -5 | 0.1 | -0.2 | 6 | -1 | 7
CC(=O)c1ccc(N2CCN(S(=O)(=O)c3cn(C)c(C)n3)CC2)cc1 | 3 | 2 | -2 | -1 | -3.9 | -0.1 | 3 | 4 | 3
O=C(NC1CC2CCC(C1)N2C(=O)NCc1ccccc1)C1CC1 (stereo not given) | 1 | -2 | -6 | -3 | -5.3 | 0.4 | -9 | -3 | -3
Cc1cc2cc(CN(Cc3cccs3)C(=S)NCC3CCCO3)c(=O)[nH]c2cc1C (stereo not given) | 0 | 3 | -1 | -5 | 0.5 | 0.3 | 8 | -2 | 5

An excerpt. The share of hits here may be higher or lower than overall.
